pPAFAH inh = pPAFAH (human) enzyme inhibition | Q13093 | recombinant pPAFAH, FP-rhodamine probe fluorescence polarization | inhibition, % at 3.39 µM | actives 1.5% (n = 330,000) | AID 463082;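 active = inhibition above the mean inhibition across the screen plus 3 SD, cut at about 25% in these data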;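 also: inhibitors block binding of the rhodamine activity-based probe so polarization drops; 0% = enzyme with DMSO and 100% = wells lacking pPAFAH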
PAFAH1B3 FP inh = PAFAH1B3 (human) inhibition; Q15102; recombinant PAFAH1B3, FP-rhodamine probe, fluorescence polarization; actives 0.28% (n = 340,000); inhibition, % at 3.39 µM;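 active = inhibition above the screen-wide average of all tested compounds plus 3 SD, cut at about 25% in these data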;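 also: 0% = enzyme with DMSO only and 100% = wells lacking PAFAH1B3 protein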
PAFAH1B2 inh = inhibitors of human PAFAH1B2; P68402; recombinant PAFAH1B2, FP-rhodamine activity probe, fluorescence polarization; inhibition, % at 3.39 µM; actives 1.2% (n = 340,000);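 active = inhibition above the mean of all tested compounds plus 3 SD, cut at about 24% in these data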;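 also: 0% = enzyme with DMSO and 100% = wells lacking PAFAH1B2; many of its hits are not listed in these tables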
Target sequence (P68402 whole entry, looked up): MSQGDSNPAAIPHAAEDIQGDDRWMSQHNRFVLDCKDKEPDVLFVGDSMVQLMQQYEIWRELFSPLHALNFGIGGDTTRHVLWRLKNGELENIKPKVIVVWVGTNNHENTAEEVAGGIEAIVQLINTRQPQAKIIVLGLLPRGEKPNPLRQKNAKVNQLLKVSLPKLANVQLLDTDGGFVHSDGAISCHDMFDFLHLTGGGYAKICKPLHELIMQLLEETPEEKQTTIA
PME-1 inh = blocks human protein phosphatase methylesterase 1. Q9Y570. actives 0.53% (n = 320,000). inhibition, % at 5.9 µM. recombinant PME-1, FP-Rh probe fluorescence polarization;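 active = inhibition above the campaign mean of all compounds plus 3 SD, cut at about 26% in these data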;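 also: competitive labeling of PME-1 active site by serine hydrolase directed probe; 0% = PME-1 with DMSO and 100% = wells lacking PME-1 enzyme; inhibitors block probe labeling so polarization falls and inhibition rises; many of its hits are not listed in these tables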
Target sequence (Q9Y570 whole entry, looked up): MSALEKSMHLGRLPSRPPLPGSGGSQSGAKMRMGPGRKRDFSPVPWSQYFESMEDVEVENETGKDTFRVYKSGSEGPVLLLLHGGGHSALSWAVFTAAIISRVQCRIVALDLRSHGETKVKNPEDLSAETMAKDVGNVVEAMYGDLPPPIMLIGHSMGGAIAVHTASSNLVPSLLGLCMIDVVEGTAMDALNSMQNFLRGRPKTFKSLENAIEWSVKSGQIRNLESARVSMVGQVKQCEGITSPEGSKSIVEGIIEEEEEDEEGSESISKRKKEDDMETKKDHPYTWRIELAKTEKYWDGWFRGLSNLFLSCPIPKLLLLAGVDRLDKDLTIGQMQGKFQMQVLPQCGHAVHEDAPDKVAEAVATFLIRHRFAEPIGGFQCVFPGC
PAFAH2 FP inh = PAFAH2 (human) inhibition; actives 0.99% (n = 340,000); inhibition, % at 3.39 µM; recombinant PAFAH2, FP-rhodamine activity probe, fluorescence polarization; Q99487;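 active = inhibition above the mean over all tested compounds plus 3 SD, cut at about 30% in these data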;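 also: inhibitors block probe labeling of enzyme so polarization drops; 0% = enzyme with DMSO and 100% = wells lacking PAFAH2 protein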
LYPLA1 counter = blocks human lysophospholipase 1, a PME1 counter-screen. AID 2174. inhibition, % at 5.9 µM. actives 0.16% (n = 320,000). recombinant LYPLA1, FP-Rh probe fluorescence polarization;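 active = inhibition above the mean of all tested compounds plus 3 SD, set per campaign, cut at about 14% in these data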;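 also: inhibitors block serine hydrolase probe labeling of LYPLA1 so polarization falls; 0% = enzyme with DMSO and 100% = wells lacking LYPLA1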
GSTO1 inh = blocks human GSTO1 in RBBP9 counter-screen | recombinant GSTO1, activity-based probe fluorescence polarization | P78417 | inhibition, % at 5.96 µM | actives 1.1% (n = 300,000);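 active = inhibition above the campaign mean inhibition plus 3 SD, cut at about 35% in these data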;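 also: 0% = GSTO1-1 with DMSO and 100% = wells lacking GSTO1-1 enzyme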
PAD4 inh = inhibitors of human PAD4. Q9UM07. recombinant PAD4, RCA probe fluorescence polarization. inhibition, % at 6.36 µM. actives 0.41% (n = 330,000). AID 485272;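 active = percent inhibition above a cutoff equal to the mean of all tested compounds plus 3 SD, cut at about 15% in these data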;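 also: 0% = PAD4 with RCA probe and DMSO and 100% = probe without PAD4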
LYPLA2 inh = blocks human lysophospholipase 2, a PME1 counter-screen. actives 0.38% (n = 320,000). O95372. AID 2177. recombinant LYPLA2, FP-Rh probe fluorescence polarization. inhibition, % at 5.9 µM;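 active = inhibition above the screen-wide mean plus 3 SD, limit set per campaign, cut at about 26% in these data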;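 also: 0% = LYPLA2 with DMSO and 100% = wells lacking LYPLA2 enzyme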
Target sequence (O95372 whole entry, looked up): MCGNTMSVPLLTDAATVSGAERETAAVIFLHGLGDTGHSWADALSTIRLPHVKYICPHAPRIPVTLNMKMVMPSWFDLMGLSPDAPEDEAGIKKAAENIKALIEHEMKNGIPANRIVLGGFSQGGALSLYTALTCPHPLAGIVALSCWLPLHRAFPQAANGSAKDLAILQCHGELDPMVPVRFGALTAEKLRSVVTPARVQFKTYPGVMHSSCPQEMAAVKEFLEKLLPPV
Active calls of the source: *; . = not tested or not shown. Only part of the results is shown; rates above refer to the full screens.

Structure	GSTO1 inh	PAFAH1B3 FP inh	pPAFAH inh	PAD4 inh	PME-1 inh	PAFAH2 FP inh	PAFAH1B2 inh	LYPLA1 counter	LYPLA2 inh
CC1Cc2nc(SCC(=O)Nc3ccc4c(c3)OCO4)n(-c3ccc(F)cc3)c(=O)c2S1 (stereo not given)	0	5	-1	-1	-2	11	5	2	8
CSc1ccc(-c2nc(CN3CCCCC3c3cccnc3)c(C)o2)cc1 (stereo not given)	6	3	7	0	-5	7	4	0	4
O=C(Nc1ccc2c(c1)OCCO2)c1ccc(Cl)c(S(=O)(=O)N2CCOCC2)c1	6	10	1	0	4	-7	0	-2	4
Cc1ccccc1SCc1noc(C(=O)NCC2CCCO2)c1C(=O)O (stereo not given)	-2	4	4	-1	0	26	9	3	4
Cc1ccc(C)c(NC(=O)CSc2nnc(C3CCCCC3)o2)c1	9	2	1	-1	9	-4	2	-2	7
CC(C)(C)n1nc2c(c1NC(=O)c1cccc(C(F)(F)F)c1)CS(=O)C2 (stereo not given)	-1	-1	3	3	-5	-6	6	3	7
COc1ccc(NC(C)=O)cc1CNC(=O)CN1CCOCC1	0	14	3	-2	-3	4	-1	-3	0
CN(/N=C/c1ccc(O)cc1O)c1ncc(C(F)(F)F)cc1Cl	9	14	-3	-1	3	-4	5	-2	-5
O=C(C[C@H]1C/C=C\C[C@@H](Cc2ccc(F)cc2)C(=O)OC[C@@H](Cc2c[nH]c3ccccc23)NC1=O)NCCO	.	3	20	0	.	5	14	.	.
CCN(CCNC(=O)Cn1cc2c(n1)CCCC2)c1ccccc1	7	3	0	1	1	-3	2	1	-3
COC(=O)[C@H](CC(C)C)NS(=O)(=O)N[C@@H](CC(C)C)C(=O)OC	.	12	0	1	1	-2	3	7	14
CCN(C1CCCCC1)S(=O)(=O)c1ccc(S(=O)(=O)NCCc2ccncc2)cc1	-3	11	10	-4	8	7	25*	0	3
Cc1cccc(C)c1OCc1nnc(SCC(=O)Nc2cccc(C(=O)N3CCOCC3)c2)n1C	3	6	-1	2	-5	4	-1	-3	-1
CC(C)(C)OC(=O)CN1C(=O)C(Sc2n[nH]c(-c3ccccc3)n2)CCc2ccccc21 (stereo not given)	-8	1	4	-4	19	1	1	-5	-4
O=C(CCc1ccc(S(=O)(=O)NC2CCCCC2)cc1)N(Cc1ccccc1)Cc1ccccc1	0	2	6	2	-1	7	1	-4	-2
Cc1cc(N(C)C)c(C#N)c(=O)[nH]1	-8	7	1	-4	-1	1	0	-1	3
Cc1ccc(CC(=O)NC(C)CCc2ccccc2)cc1 (stereo not given)	16	10	3	4	-8	8	3	-1	8
C[C@@H](c1ccccc1)N1Cc2ccccc2Oc2cc(Br)ccc2S1(=O)=O	.	3	-1	-3	.	-1	-1	.	.
CCOC(=O)c1cnc2c(C)cccc2c1NCCc1ccc(OC)c(OC)c1	-6	3	1	-4	-4	-3	1	2	2
Cc1ccc(C2=NN(C(=O)c3cccs3)C(c3ccccc3O)C2)cc1 (stereo not given)	7	11	0	-2	-1	7	-2	-2	-1

Going on with the list.
Structure	GSTO1 inh	PAFAH1B3 FP inh	pPAFAH inh	PAD4 inh	PME-1 inh	PAFAH2 FP inh	PAFAH1B2 inh	LYPLA1 counter	LYPLA2 inh
COc1ccc(NS(=O)(=O)c2cccc(C(=O)NN=Cc3ccc(OC)cc3OC)c2)cc1	.	15	15	-7	.	-10	6	.	.
COc1ccc(C(=O)Nc2ccnn2C2CCN(C(=O)CCC(F)(F)F)CC2)cc1	-2	1	6	-2	-4	1	-1	1	3
CCCCN1C(=S)SC(C)(C)C1/[N+]([O-])=C/c1cccnc1 (stereo not given)	2	6	6	-2	-4	6	2	0	2
COc1ccccc1N(C(=O)CN1C(=O)c2ccccc2S1(=O)=O)C(C(=O)NCC1CCCO1)c1ccc(F)cc1 (stereo not given)	-1	11	5	2	5	-37	0	1	5
COc1ccc(C(=O)Nc2cccc(C(C)=O)c2)cc1OC	7	0	1	-3	-1	-7	5	1	6
CCOc1cc(NC(=S)N2CCC(C(N)=O)CC2)c(C(=O)OC)cc1OCC	3	-5	2	-4	-2	3	-1	1	3
COc1ccc(C)cc1N(C(=O)c1ccc(F)cc1)c1nc2ccccc2s1	1	11	0	0	-16	5	2	-6	-4
COc1cccc(OC)c1C(=O)Nc1ccc(N2CCCC2)cc1	21	0	10	2	-1	-1	2	-2	2
COc1cc(-c2ccc3c(=O)c4ccccc4sc3c2)cc(OC)c1OC	.	2	-3	-2	.	6	-7	.	.
C#CCOCCOCCOCCNc1nc(N2CCN(C(=O)[C@H](Cc3ccc(O)cc3)n3cc([C@@H](N)C(C)CC)nn3)CC2)nc(N2CCN(C(=O)[C@H](CCCCN)n3cc([C@@H](N)CC(C)C)nn3)CC2)n1 (stereo not given in full)	22	.	-1	1	-3	.	.	-2	-4
C=C(C)n1c(=O)n(Cc2ccccc2C)c2ccccc21	5	8	4	-1	-1	-2	8	-1	-4
O=C(COC(=O)c1ccc(S(=O)(=O)NCc2ccco2)cc1)Nc1ccc(Cl)cn1	-4	-8	20	-5	-10	11	-3	-6	-13
Cc1cccc(NC(=O)CC(C)S(=O)(=O)c2ccc3c(c2)NC(=O)CO3)c1C (stereo not given)	-3	5	2	-6	1	-3	5	-3	-19
CC(Oc1ccccc1)C(=O)N=C1SC2CS(=O)(=O)CC2N1Cc1ccc(F)cc1 (stereo not given)	2	2	26*	1	4	2	6	-3	1
Cc1nn(CC(=O)O)c2ccccc12	9	1	-4	-2	-1	-1	2	3	3
Cc1cc(C)nc(NS(=O)(=O)c2ccc(NC(=O)c3ccc(S(=O)(=O)N(C)C)cc3)cc2)n1	6	14	-2	-4	-6	0	7	-2	-3
COCCNc1nc(-c2cc(-c3ccccc3)on2)cc(C(C)C)n1	-1	-7	5	-6	-1	0	-3	-3	-9
COc1ccc(C(=O)N/C(=C\c2cn(C)c3ccccc23)C(=O)OCC(C)C)cc1	6	-1	3	7	3	-9	3	3	0
CC1(C)CC(=O)c2cc(N=C/C(C(=O)c3ccccc3)=C(\O)c3ccccc3)c(=O)oc2C1	-2	-5	4	2	1	8	0	-2	-3
CCOC(=O)C1CCN(C(=O)CSc2ccc(Cl)cc2)CC1	11	3	6	-1	0	2	2	0	3

Further entries follow:
Structure	GSTO1 inh	PAFAH1B3 FP inh	pPAFAH inh	PAD4 inh	PME-1 inh	PAFAH2 FP inh	PAFAH1B2 inh	LYPLA1 counter	LYPLA2 inh
Cc1cc(N)ccc1NC(=O)CN1CCOCC1	4	11	3	4	-1	-1	0	0	4
CCOC(=O)c1c(C)[nH]c(C(=O)CSc2nnc(Nc3ccccc3F)s2)c1C	0	1	-2	0	-3	-4	-2	-7	-1
Cc1cc(OC(C)C(=O)NCc2ccccn2)c2c(C)c(Cc3ccccc3)c(=O)oc2c1 (stereo not given)	0	7	6	0	-1	8	3	-3	-5
CCc1n[nH]c(=S)n1/N=C/c1cc(Br)c(O)c(OC)c1	14	-5	2	5	-7	4	6	0	-4
CCCSc1ccc(-c2nn(-c3ccccc3)cc2/C=C(/C#N)C(=O)N2CCOCC2)cc1	1	-3	8	0	-9	-6	0	-9	-10
N#Cc1sc(C(N)=O)c(-c2ccccc2)c1-c1ccccc1	4	-1	4	1	5	-2	6	0	3
O=C1NC(=O)/C(=C/c2ccccc2OCc2ccccc2)S1	-9	10	3	-6	-10	5	16	-3	1
CC#CCN(CC#CC)S(=O)(=O)c1ccc(-n2cnnn2)c(OC)c1	0	2	-4	-1	9	1	-2	1	-2
CC1(C)CC(=O)C(CC(=O)Nc2cc(C(F)(F)F)ccc2Cl)C(=O)C1	7	9	7	2	2	4	6	0	3
Cn1c(N)c(C(=O)COC(=O)C2CC(O)CN2S(=O)(=O)c2ccc(Cl)cc2)c(=O)n(C)c1=O (stereo not given)	1	-2	0	2	3	-6	2	-5	1
CCOC(=O)c1c(NC(=S)Nc2ccccc2C)sc2c1CCC2	2	5	2	-3	-2	3	2	-5	-8
O=C(NCC(c1ccco1)N1CCOCC1)c1cccc(Cl)c1 (stereo not given)	3	6	2	-1	-3	7	0	0	-3
CC1(c2nnc(Cc3ccccc3)o2)CC(c2ccccc2F)=NO1 (stereo not given)	2	-4	2	1	-5	-3	-3	-4	-2
CC(=O)Nc1ccc(N2CCOCC2)c([N+](=O)[O-])c1	6	9	-5	-4	8	1	1	1	-4
CCN1C(=O)c2ccc(C(=O)O)cc2C1=O	-2	-2	2	-3	-1	2	0	1	1
Cc1cccc(NC(=O)C2(C)CC3c4ccccc4C2c2ccccc23)c1 (stereo not given)	0	7	0	0	-6	-6	2	-1	3
CC(C)CC(=O)Nc1ccccc1N1CCN(c2ccccc2)CC1	6	-3	0	1	-3	3	0	4	7
CC1CCc2nc(NC(=O)C3CC3)sc2C1 (stereo not given)	-1	-9	1	-1	-5	5	4	-2	-6
CCNC(=O)/C(=C\C=C\c1ccccc1)NC(=O)c1ccc(Br)o1	6	5	-7	-3	3	3	3	4	1
COC(=O)Nc1ccc(S(=O)(=O)NC2CCCCC2)cc1	-3	-5	3	-5	1	-9	0	-5	-2

Further entries:
Structure	GSTO1 inh	PAFAH1B3 FP inh	pPAFAH inh	PAD4 inh	PME-1 inh	PAFAH2 FP inh	PAFAH1B2 inh	LYPLA1 counter	LYPLA2 inh
CCC(C)NS(=O)(=O)c1ccc(NC(C)=O)cc1 (stereo not given)	0	-1	6	-7	2	1	-2	-2	1
COc1ccc(C(=O)O)cc1S(=O)(=O)N(CCc1ccccc1)Cc1ccccc1	-2	6	-7	-2	-6	3	10	1	2
O=C(NCc1ccncc1)c1ccc(NS(=O)(=O)c2cccc([N+](=O)[O-])c2)cc1	-8	9	-3	1	4	4	1	1	2
O=C(CSc1nnc(-c2ccccc2)n1Cc1ccco1)NCc1ccc2c(c1)OCO2	1	1	2	-2	11	5	4	5	13
O=C(CSc1nc2ccc(Cl)cc2[nH]1)NCCc1ccc(Cl)cc1	4	-5	6	-3	-36	-6	18	-7	-11
CCCc1ccc(OCC(=O)Nc2cc(S(=O)(=O)CC)ccc2O)cc1	-21	7	22	-7	-7	33*	13	-2	0
COCC(C)NC(=S)Nc1ccccc1[N+](=O)[O-] (stereo not given)	5	3	1	-3	6	-2	0	-3	0
O=C1CCc2cc(S(=O)(=O)NC3CCCCC3)cc3c2N1CC3	17	6	4	0	3	4	-1	0	-4
O=c1c2ccccc2nc(-c2ccccc2)n1CCN1CCOCC1	1	13	2	-6	-2	-25	5	-1	-2
CCCCn1c(N)c(N(CC(C)C)C(=O)c2oc3ccc(OCC)cc3c2C)c(=O)[nH]c1=O	1	14	2	1	-8	-4	1	1	9
CCCc1nc2ccccc2c(C(=O)OC(C)C(=O)NCc2ccc3c(c2)OCO3)c1CC (stereo not given)	-10	4	-3	-6	20	-12	0	-2	-5
C=CCN(c1ccccc1)S(=O)(=O)c1cccc(C(=O)Nc2ccncc2)c1	8	7	4	-3	-7	0	5	-3	-1
O=C1CCc2cc(S(=O)(=O)NCc3ccc(Cl)cc3)cc3c2N1CC3	5	-3	0	-3	-2	1	1	0	-3
O=C(Nc1nc2ccccc2[nH]1)c1cccc(S(=O)(=O)N2CCOCC2)c1	2	1	2	1	5	-4	1	0	0
CN(C)c1ccc(CNc2nc3ccccc3s2)cc1	0	.	0	3	2	.	.	5	5
